LDHA block: blocks human lactate dehydrogenase A; P00338; purified LDHA, NADH/diaphorase-resazurin fluorescence; active compounds read low; activity change, % (values are at about 110 or 230 µM); actives 0.15% (n = 480,000); in the data active = activity change below about -30%; inconclusive = mostly about -25% to -30%;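 note: plate controls were DMSO wells for no effect and wells without enzyme for full effect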
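Remaining NADH was detected by diaphorase (0.133 mg/mL) converting 37 µM resazurin to fluorescent resorufin, read at 0 and 20 minutes. The preceding 5-minute room-temperature reaction used 2 nM LDHA, 0.2 mM sodium pyruvate and 0.06 mM NADH at pH 7.4.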
D2 ag: activates the human D2 dopamine receptor | HEK293 T-REx D2 cells, calcium flux agonist mode | P14416 | actives 0.53% (n = 340,000) | activation, % at 2 µM;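 active = activation over 3 SD above normal in the single-dose calcium agonist read, cut at about 30% in these data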; note: 0% is about no effect
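HEK293 Trex D2 cells, tetracycline-induced, o/n 30 C 5% CO2; no-wash Ca dye, RT 30–90 min; 10-cycle baseline, 23 nl cpd added, kinetic Ca read 180 s; agonist hits = positive Ca response.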
RGS4 inhibitor: blocks human RGS4-accelerated GTP hydrolysis; Transcreener GDP fluorescence polarization, RGS4-accelerated GTP hydrolysis; Potency, µM (doses to about 114 µM), without a hit: at the highest dose activity change, negative = inhibition, actives largely listed as inhibitors; actives 0.039% (n = 390,000); AID 504845; note: potency is the fitted concentration of half-maximal effect; % is set by controls: 0 for no effect and ±100 for the full control effect; nearly all actives have a fitted effect of over 75% in size; some results filed as inactive show a strong effect at the top dose
Target sequence (P49798 whole entry, looked up): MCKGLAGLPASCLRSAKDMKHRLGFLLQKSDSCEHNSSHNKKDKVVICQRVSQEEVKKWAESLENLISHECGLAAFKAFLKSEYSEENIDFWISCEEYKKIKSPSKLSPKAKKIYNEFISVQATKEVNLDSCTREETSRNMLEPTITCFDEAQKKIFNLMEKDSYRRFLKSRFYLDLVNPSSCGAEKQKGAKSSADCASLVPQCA
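MLSMR compounds (23 nl, pin-transferred) preincubated 10 min at room temperature with a 500nM (2x) first reagent, then RGS4 at 900nM (2x) plus Transcreener GDP mix added; fluorescence polarization (620/688 nm) read before and after 90 min at 30 °C.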
D2 antagonist: D2 dopamine receptor (human) antagonism | P14416 | HEK293 TREx D2 cells, calcium flux, dopamine EC80 | inhibition, % at 10 µM | actives 2% (n = 340,000); in the data active = inhibition above about 30%; note: 0% is about no effect
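Tetracycline-induced HEK293 TREx cells expressing D2 receptor forced-coupled to calcium signalling, loaded with no-wash calcium dye. Compounds added and calcium flux read 180 s, then dopamine added at EC80 and read a further 180 s.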
Vif-APOBEC3F blk: blocks the Vif interaction with APOBEC3F; HeLa A3F-eYFP + Vif (tagged APOBEC3F with the HIV-1 protein that degrades it), YFP fluorescence increase; Potency, µM (series often up to 46.1 µM), inactives show top-dose activity, negative = active; actives 0.2% (n = 390,000); AID 602313; note: potency is the fitted concentration of half-maximal effect; % of control where 0% means no effect; nearly all actives have a fitted effect of over 65% in size
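HeLa cells stably expressing A3F-eYFP plus Vif, plated and incubated overnight at 37 deg C, then exposed to compounds overnight at 37 deg C. Blocked degradation read as raised yellow fluorescence (Ex 488/Em 500-530).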
ERG Ets-DNA blk: inhibitors of human ERG Ets domain-DNA interaction | fluorescence polarization, His-ERG Ets domain / labelled DNA | P11308 | Potency, µM (titrated, usually from 76.9 µM), without a hit: at the top dose FP activity, negative = inhibition, actives largely listed as inhibitors | actives 0.028% (n = 370,000); active = well fitted inhibition curve with a large enough effect in the polarisation, with a control signal flat; inconclusive = small, poorly fitted or top-dose-only effect, or effect the other way, or a change in a side signal; inactive = no such curve, though single readings can be large or run the other way; the % refers to the polarisation;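 note: polarization taken with two DNA probes labelled with fluorescein and Texas red; potency is the fitted concentration of half-maximal effect; % of control where 0% means no effect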
Target sequence (P11308 whole entry, looked up, the tested form may be a part): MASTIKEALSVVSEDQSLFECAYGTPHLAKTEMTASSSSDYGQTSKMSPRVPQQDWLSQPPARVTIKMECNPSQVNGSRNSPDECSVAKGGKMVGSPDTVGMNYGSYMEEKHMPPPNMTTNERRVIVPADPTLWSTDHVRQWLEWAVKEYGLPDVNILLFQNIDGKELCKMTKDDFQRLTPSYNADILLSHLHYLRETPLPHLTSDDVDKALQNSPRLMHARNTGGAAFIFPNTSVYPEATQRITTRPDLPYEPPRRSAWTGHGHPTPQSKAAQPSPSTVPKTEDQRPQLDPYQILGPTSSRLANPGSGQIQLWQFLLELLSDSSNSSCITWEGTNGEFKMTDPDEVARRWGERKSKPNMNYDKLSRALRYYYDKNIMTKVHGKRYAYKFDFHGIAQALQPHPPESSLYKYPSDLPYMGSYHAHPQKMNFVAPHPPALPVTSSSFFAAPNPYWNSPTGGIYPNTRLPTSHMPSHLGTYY
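His-tagged ERG Ets domain (1 uM in the protein solution; 300mM KCl, 50mM Tris-HCl, 1mM EDTA, 1mM DTT, pH 7.5) received compound, then a probe mix of 5 nM fluorescein-DNA and 100nM Texas-615-DNA. Fluorescence polarization was read for both dyes.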
Vif-A3G inh: Vif-A3G binding inhibition; HeLa A3G-eYFP + Vif (tagged APOBEC3G with the HIV-1 protein that degrades it), YFP fluorescence, overnight; Potency, µM (titrated, usually from 46.1 µM), inactives show at the top dose activity, negative = active, most hits filed as inhibitors; actives 0.076% (n = 410,000);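 note: potency is the fitted concentration of half-maximal effect; % is set by controls: 0 for no effect and ±100 for the full control effect; nearly all actives have a fitted effect of over 60% in size; hits raise eYFP signal because A3G escapes Vif-driven loss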
Target sequence (Q9HC16 whole entry, looked up): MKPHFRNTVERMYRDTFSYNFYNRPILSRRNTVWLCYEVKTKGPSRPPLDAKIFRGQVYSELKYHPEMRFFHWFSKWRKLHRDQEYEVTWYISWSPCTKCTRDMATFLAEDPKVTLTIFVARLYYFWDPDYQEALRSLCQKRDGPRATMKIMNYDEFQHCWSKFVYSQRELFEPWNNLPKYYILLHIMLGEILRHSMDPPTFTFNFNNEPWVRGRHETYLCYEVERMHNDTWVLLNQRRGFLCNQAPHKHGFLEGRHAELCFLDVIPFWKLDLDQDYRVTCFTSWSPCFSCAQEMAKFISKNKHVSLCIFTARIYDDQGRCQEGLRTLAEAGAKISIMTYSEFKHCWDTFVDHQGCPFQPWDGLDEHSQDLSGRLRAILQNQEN
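HeLa cells stably expressing Vif and C-terminally eYFP-tagged A3G, seeded overnight at 37 deg C, then exposed to compound by pintool overnight at 37 deg C. Rise in yellow fluorescence (Ex 488/Em 500-530, Acumen) marks blocked Vif-driven A3G degradation.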
Glioma ERSR ind: ER stress response induction in glioma; U87-MG GRP78 promoter luciferase reporter, 16 h; Potency, µM, for inactives: at the highest dose activation, usual class: activators; actives 0.02% (n = 420,000); AID 602332; note: potency is the fitted concentration of half-maximal effect; series mostly up to about 76 µM; % of control where 0% means no effect; nearly all actives have a fitted effect of over 35% in size
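ERSR induction read as luciferase luminescence (Bright-Glo, 10 min at room temperature) in stably transfected human U87-MG glioma cells exposed to compounds for 16 h, using GRP78 as sensor.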
ALOX12 inh: inhibitors of human 12S-lipoxygenase ALOX12; P18054; purified 12hLO, xylenol orange hydroperoxide absorbance; Potency, µM (top dose mostly 108 µM), inactives show at the highest dose activity change, negative = inhibition, actives largely listed as inhibitors; actives 1.1% (n = 580,000); note: potency is the fitted concentration of half-maximal effect; % is set by controls: 0 for no effect and ±100 for the full control effect
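Purified human 12hLO at 150 nM in 25 mM Hepes, 0.01% Triton X-100, pH 7.0, preincubated 15 min at room temperature with compound. Reaction started with 40 uM arachidonic acid, 30 min at room temperature. Hydroperoxide measured by Fe-xylenol orange, 573/405 nm absorbance ratio.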
An asterisk follows results filed as active; ? = inconclusive; nt = no result given; [ ] = dose if it differs, or a comment. Unless noted, calls come from the whole dose curve; as a rule, active = well fitted curve in the direction sought with a large enough effect; inconclusive = small, poorly fitted or top-dose-only effect, or another doubt; inactive = no such curve, though single readings can be large; an effect the other way counts as inactive or inconclusive.

SMILES	LDHA block	D2 ag	RGS4 inhibitor	D2 antagonist	Vif-APOBEC3F blk	ERG Ets-DNA blk	Vif-A3G inh	Glioma ERSR ind	ALOX12 inh
N#CC1=C(N)OC2=C(C(=O)CCC2)C1c1ccsc1 (stereo not drawn)	6.0	0.7	0.6%[11.4 µM]	4.4	2.4%	-1.5%	2.4%	-3.2%	?
O=C(Nc1ccc(OCc2ccccc2)cc1)Nc1ccccc1C(=O)NCCCN1CCOCC1	-1.7	0.8	-6.0%	10.7	13.7%	1.0%	2.4%	5.5%	0.0%
CCCCOc1ccc(-c2nnn(CC(=O)NCCc3c[nH]c4ccccc34)n2)cc1	-4.0	0.7	-31.7%	-24.3	-9.2%	-1.8%	-3.3%	-1.4%	4.0%
O=C(NC1CCS(=O)(=O)C1)C1C2CC3CC(C2)CC1C3 (stereo not drawn)	-14.6	0.3	1.1%	6.6	10.4%	2.8%	5.6%	-2.1%	12.7%
COC(=O)c1cccc(N(C(=O)c2ccco2)C(C(=O)NC2CCCC2)c2ccc(N3CCOCC3)cc2)c1 (stereo not drawn)	-5.6	0.5	13.4%	-2.8	-1.6%	-6.4%	0.7%	-4.8%	-1.3%
C[C@@]12C(=O)Nc3ccc(F)cc3C(=O)N1[C@H]1c3cc(Cl)ccc3OC[C@@H]1[C@@H]2c1ccccc1	-1.0	nt	-0.1%	nt	-0.3%	-3.1%	-28.1%	-2.7%	?
CCOC(=O)c1c(NC(=O)CSc2nc3ccccc3o2)sc(C(C)=O)c1C	-2.8	1.5	-0.8%	10.2	-1.5%	-1.1%	-4.7%	1.2%	-6.6%
NC(=O)c1ccc(C2SCC(=O)N2Cc2ccccc2)cc1 (stereo not drawn)	-4.5	-0.3	-1.4%	12.3	-1.2%	-3.2%	-1.8%	-1.6%	0.0%
Cc1csc(OCC(=O)Nc2ccc(C)c(C)c2)n1	-7.7	-0.9	8.6%	-6.3	-8.2%	-10.9%	2.0%	-4.1%	136.1%[activator]
c1csc(-c2csc(-c3cccs3)n2)c1	-5.2	0.2	-50.9%	-7.3	-5.4%	-1.3%	-5.7%	-1.5%	-4.3%
CC(CCc1ccccc1)NC(=O)CCN1N=C(c2ccccc2)CCC1=O (stereo not drawn)	-1.7	-0.5	-2.6%	-8.7	0.1%	9.5%	2.2%	-1.5%	0.0%
COc1ccc(C(=O)NNC(=O)c2ccc(S(=O)(=O)N3CCOCC3)cc2)cc1	-3.9	2.5	10.5%	8.7	1.8%	-2.4%	-0.8%	-4.1%	-0.7%
CCOC(=O)CSc1nnc(CNC(=O)c2ccc(OC)cc2)n1Cc1ccccc1	-1.7	0.3	2.1%[56.9 µM]	-5.4	-2.5%	-1.9%	1.6%	-6.0%	0.0%
O=C(CCN1C(=O)/C(=C/c2ccc(F)cc2)SC1=S)NCCCn1ccnc1	-8.3	-0.9	-12.7%	-8.9	-9.9%	-2.2%	4.3%	5.5%	-18.7%
COc1ccc(N2C(=O)C(Cl)=C(Nc3ccccc3O)C2=O)cc1	6.5	-1.2	-24.9%	-4.6	-1.3%	17.0%	-13.8%	?	?
COC(=O)c1ccccc1N(Cc1ccccc1)S(C)(=O)=O	-4.3	0.3	3.3%	5.0	-7.5%	0.3%	-0.1%	-2.0%	0.0%
COCc1c(C(=O)N/N=C/c2ccco2)nnn1-c1nonc1N	-1.4	nt	-15.2%	nt	-6.1%	5.0%	-2.3%	-4.4%	-6.5%
O=C(c1cccnc1)C1Cc2ccccc2C1=O (stereo not drawn)	4.6	-2.4	-32.4%	-10.5	4.1%	-1.5%	-6.4%	-1.9%	-1.6%
COc1cc2nc(CN3CCOCC3)n(CC(=O)N3CCCCCC3)c(=O)c2cc1OC	-1.8	-0.2	15.0%	-16.4	-5.5%	6.7%	-0.3%	-5.2%	0.8%
CC(C)Oc1ccc(C(=O)O)c(C(=O)O)c1	3.1	0.1	13.6%	5.5	-5.0%	0.2%	-0.6%	-2.1%	-8.6%
CC(C)(C)C(=O)Nc1nc(C2CCCN2S(=O)(=O)c2ccc(Cl)cc2)cs1 (stereo not drawn)	-3.6	-0.3	-12.1%	2.8	-6.9%	4.1%	8.1%	-2.0%	491.8%[activator]
COc1cccc(OCc2cc(C(=O)NCCc3cccc(C)n3)no2)c1	-4.2	-0.3	-3.3%	-2.1	-10.4%	4.2%	-0.2%	4.6%	-13.2%
CS(=O)(=O)N(Cc1ccccc1)c1ccc(C(=O)Nc2ccc(C(N)=O)cc2)cc1	0.6	-1.6	-2.0%	-7.2	5.8%	3.8%	0.1%	-1.0%	-3.9%
CC(=O)c1c(C)nc2sc3c(=N)n(N)cnc3c2c1-c1ccc(Cl)cc1	-7.5	2.9	-4.0%	22.1	3.1%	nt	-8.8%	-6.4%	4.8%
c1ccc(-c2ccnc3ncnn23)nc1	2.3	1.1	9.5%[11.4 µM]	-1.2	-14.7%	-5.0%	0.3%	-2.6%	-11.9%
Carrying on:
SMILES	LDHA block	D2 ag	RGS4 inhibitor	D2 antagonist	Vif-APOBEC3F blk	ERG Ets-DNA blk	Vif-A3G inh	Glioma ERSR ind	ALOX12 inh
C=CCCC1CN(CCCC)S(=O)(=O)c2c(F)cccc2O1 (stereo not drawn)	0.0	nt	?	nt	-3.1%	-4.8%	-6.8%	-1.1%	-18.0%
COc1ccc(N2CCN(C(=O)NCc3cccc(OC)c3)CC2)cc1	-4.3	0.4	-1.0%	6.9	-4.0%	2.1%	1.6%	-1.9%	0.6%
CC1CCN(C(=O)c2[nH]cnc2C(=O)Nc2ccon2)CC1	-0.9	nt	-17.2%	nt	-0.4%	0.6%	-2.0%	-1.3%	-6.9%
COCCN1C(=O)c2ccccc2C(C(=O)NCc2ccco2)C1c1c[nH]c2ccccc12 (stereo not drawn)	-0.6	0.5	3.6%	-2.1	-0.2%	4.3%	-7.9%	-4.1%	6.3%
COc1ccc(C(=O)NCCNC(=O)c2ccc(C)nc2)cc1	1.3	3.4	33.2%	-3.5	7.7%	7.9%	1.1%	4.2%	?
O=C1N=C(N2CCCC2)S/C1=C\c1ccccc1	0.5	0.5	?	3.4	2.2%	4.3%	0.4%	3.7%	33.7%[activator]
O=S(=O)(CCN1C=CC(C(F)(F)F)=NCC1)c1ccc(F)cc1	-4.4	nt	0.7%	nt	-9.1%	6.1%	-0.3%	-3.7%	75.3%[activator]
Cn1c(Cn2c(=O)sc3ccccc32)nnc1SCC(=O)NCc1ccc2c(c1)OCO2	-3.5	0.1	-3.0%	-49.5	3.6%	-14.5%	4.2%	-3.6%	4.4%[57.4 µM]
CCCN1C(=O)C(Cc2nc3ccccc3c(=O)n2-c2ccc(OC)cc2)c2cc(C)ccc21 (stereo not drawn)	-11.3	nt	-0.9%	nt	nt	4.3%	nt	nt	?
O=C(NNC(=O)C1CC(c2cccs2)=NO1)NC1CCCCC1 (stereo not drawn)	-3.6	2.3	-9.4%	1.1	-5.7%	-1.2%	1.8%	-2.7%	13.2%
Cc1ccc(C(=O)NNC(=O)CSc2nnc3ccccn23)cc1	-2.1	nt	7.4%	nt	7.9%	2.6%	1.2%	-1.5%	2.9%
O=C(COC(=O)CCc1ccc(S(=O)(=O)N2CCOCC2)cc1)Nc1ccccc1[N+](=O)[O-]	-9.0	nt	-40.7%	nt	5.0%	17.7%	2.4%	-6.1%	-3.0%
CC(C)C(=O)N1CCC(CN=Cc2c(O)n(C3CCCCC3)c(=O)n(C3CCCCC3)c2=O)CC1	4.2	-0.1	-8.5%	18.5	-18.4%	-6.0%	4.7%	-6.2%	?
COc1ccc2c(c1OC)C(=O)N(c1ccccc1)C2=O	-7.4	0.4	15.3%	6.3	8.0%	-1.9%	3.1%	5.8%	-3.1%
CN1CCC(N(C)C(=O)c2cc(-c3ccc(F)cc3)nc3ccccc23)CC1	-5.9	nt	3.6%	nt	4.1%	1.5%	1.4%	-1.6%	?
CCc1cccc(C)c1NC(=O)CSc1n[nH]c(N)n1	-3.3	nt	0.9%	nt	9.4%	3.8%	2.6%	2.2%	-28.8%
CCn1c(SCC(=O)c2ccc3ccccc3c2)nnc1-c1ccco1	0.0	0.8	18.5%	0.7	-3.5%	5.4%	-6.9%	-4.2%	?
CCCCCN(C(=O)CCC(=O)OCC(=O)c1ccc(CCC)cc1)c1c(N)n(CCCC)c(=O)[nH]c1=O	-7.2	0.3	5.6%	1.3	-14.5%	7.5%	-0.4%	0.0%	-19.5%
CC(C(=O)OCC(=O)Nc1ccc(S(=O)(=O)N2CCCCC2)cc1)N1C(=O)c2ccccc2C1=O (stereo not drawn)	-3.3	0.8	-9.6%	-2.1	-14.5%	-5.7%	-1.1%	-3.4%	?
CCN(C(=O)CN1C(=O)S/C(=C\c2ccccc2OC)C1=O)C1CCS(=O)(=O)C1 (stereo not drawn)	-2.4	0.1	-19.6%	4.2	1.8%	-8.9%	-0.6%	-4.4%	-25.4%
CCCCC(=O)Nc1sc(C(=O)N(CC)CC)c(C)c1C(=O)OC	-3.5	0.2	?	-1.8	1.2%	8.3%	0.2%	-3.7%	35.5µM*
CCOc1cc(/C=C2/C(=N)N3OC(C)=CC3=NC2=O)ccc1OC(=O)c1ccco1	-0.5	-1.3	-3.0%[11.4 µM]	3.7	-0.2%	12.2%	-0.1%	0.7%	-2.2%

Screens as filed in PubChem.

An excerpt; count on the stated rates, not on these rows.
